GSK3B inh: inhibitors of human GSK3beta kinase; P49841; GST-GSK3beta kinase, ADP-Glo luminescence, 60 min; active compounds read low; activity score (negative = inhibition), % at 10 µM; 300,000 compounds, 0.038% hits;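 active = more than half of replicate wells score below -50%, meaning over 50% inhibition versus plate controls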;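 note: 0% = median DMSO wells and -100% = median GW8510 positive control wells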
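Assay system: GST-tagged human GSK3beta kinase, cell-free; Input: 1.6 ng GSK3beta; Medium: Tris/MgCl2 kinase buffer; Timing: 60 min enzyme reaction, room temperature; Signal: ADP-Glo luminescence quantifying ADP generated by kinase; Evaluation: score relative to plate controls; Benchmarks: DMSO neutral wells and GW8510 at 20 µM as positive.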
KCNQ1 act: potentiates or activates the human KCNQ1 potassium channel; P51787; CHO-K1 KCNQ1, thallium flux FluxOR fluorescence; active compounds read high; B-score at 10 µM; 310,000 compounds, 0.35% hits; AID 2648;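 active = fluorescence ratio B-score, a plate-corrected score, at least three library SD, with initial intensity B-score within 5 SD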
Target sequence (P51787 whole entry, looked up): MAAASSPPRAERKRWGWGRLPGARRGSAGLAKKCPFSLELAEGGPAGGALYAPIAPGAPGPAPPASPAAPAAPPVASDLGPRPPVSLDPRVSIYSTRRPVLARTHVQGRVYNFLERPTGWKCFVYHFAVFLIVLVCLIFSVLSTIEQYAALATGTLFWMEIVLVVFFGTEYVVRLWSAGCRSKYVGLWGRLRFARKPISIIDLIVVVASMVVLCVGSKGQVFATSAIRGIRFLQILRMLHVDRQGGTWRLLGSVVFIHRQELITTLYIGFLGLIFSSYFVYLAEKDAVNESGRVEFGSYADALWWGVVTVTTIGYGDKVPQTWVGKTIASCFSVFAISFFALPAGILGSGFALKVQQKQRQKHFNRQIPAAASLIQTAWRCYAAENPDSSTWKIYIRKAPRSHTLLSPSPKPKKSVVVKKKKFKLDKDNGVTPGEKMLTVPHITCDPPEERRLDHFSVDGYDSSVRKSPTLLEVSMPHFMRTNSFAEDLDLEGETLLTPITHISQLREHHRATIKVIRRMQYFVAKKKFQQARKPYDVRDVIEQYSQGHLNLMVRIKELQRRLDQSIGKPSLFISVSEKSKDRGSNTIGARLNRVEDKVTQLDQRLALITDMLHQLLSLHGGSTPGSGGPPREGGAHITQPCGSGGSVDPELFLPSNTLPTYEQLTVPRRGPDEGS
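Schedule – 37 °C overnight plating, 90-min dark dye load, 20-min compound pretreatment · System – stable KCNQ1 CHO-K1 line · Probe or stimulus – thallium- and potassium-containing depolarizing buffer · Measured by – kinetic FluxOR fluorescence, 10 s baseline plus 110 s post-stimulus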
RGS4 pot: RGS4 potentiation or activation | HEK293 M3R/inducible RGS4, carbachol calcium flux Fluo4; active compounds read low | B-score at 10 µM | 310,000 compounds, 0.92% hits | AID 463111;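 active = B-score of the integrated calcium signal more than 4 SD below the library mean, with starting fluorescence not abnormally high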;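 note: negative B-score means reduced calcium response which marks RGS4 activation or potentiation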
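System: HEK293 FlpIn-TREx cells, stable M3R, doxycycline-inducible RGS4. Timing: overnight RGS4 induction, 30 min dye load 37 °C, 20 min compound RT. Also added: carbachol, ECmax concentration. Measured by: Fluo4 fluorescence kinetic imaging of calcium. Evaluation: integrated calcium ratio converted to B score.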
KCNK9 block: blocks the human KCNK9 two-pore domain potassium channel; AID 488922; B-score at 10 µM; Q9NPC2; HEK293 KCNK9, FluxOR thallium flux fluorescence; active compounds read low; 310,000 compounds, 1.2% hits;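 active = ratio B-score over 3 SD below the library mean, with starting fluorescence within 5 SD of its mean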;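 note: negative B-score means less thallium flux so channel inhibition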
RGS4 block: inhibitors of human RGS4. P49798. HEK293 M3R/RGS4 inducible, Fluo-4 calcium flux; active compounds read high; triggered by carbachol at its EC20. B-score at 10 µM. 310,000 compounds, 0.45% hits. AID 463165;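 active = B-score, a plate-corrected calcium signal, over three deviations above library mean, with baseline fluorescence within five deviations of library mean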;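 note: RGS4 expression induced by doxycycline in cells with stable M3 receptor; B-score is computed from the integrated fluorescence ratio over baseline after carbachol; higher B-score means a larger calcium signal and so more RGS4 inhibition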
Dyrk1A ADPGlo: Dyrk1A (rat) kinase inhibition; ADP-Glo luminescence, NFATc1 peptide; inhibition, % at 12.5 µM; 310,000 compounds, 0.43% hits; AID 504441; in the data active = inhibition above about 50%;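 note: plate controls were vehicle with enzyme for no effect and no enzyme for full effect; many of its hits are not listed in these tables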
GSK3 alpha inh: inhibitors of human GSK-3 alpha kinase; P49840; ADP-Glo luminescence, 60 min; inhibition, % at 10 µM; 320,000 compounds, 0.1% hits;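 in the data active = inhibition above about 50%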;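 note: GST-tagged GSK-3 alpha with peptide substrate and 25 µM ATP; 0% = DMSO neutral wells and 100% = GW8510 positive control wells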
KCNQ1 inh: blocks the human KCNQ1 potassium channel | P51787 | AID 2642 | CHO-K1 KCNQ1, FluxOR thallium flux fluorescence; active compounds read high | B-score at 10 µM | 310,000 compounds, 1.3% hits;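 active = compounds whose thallium flux B-score, printed positive for inhibition, exceeds three library SD while starting fluorescence stays within three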;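 note: channel opened by potassium depolarization with thallium stimulus after 20 min compound exposure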
PolyA inhibitor: inhibitors of polyadenylation in S. cerevisiae. 300,000 compounds, 0.02% hits. calls only at 12 µM. S. cerevisiae SKY197-pL101 polyadenylation reporter, beta-gal luminescence; efflux-impaired pdr1/pdr3 knockout yeast; score 100 = 6 SD above DMSO;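 active = lowest replicate activity score at least 50, where 100 means six control SD above control mean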;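 note: yeast exposed to compound for 9 h at 30 °C; higher score means more reporter readthrough which indicates perturbed polyadenylation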
KCNK3 block: human KCNK3 channel inhibition, primary screen; O14649; CHO-KCNK3 thallium flux, FluxOR fluorescence; active compounds read low; B-score at 10 µM; 340,000 compounds, 0.84% hits;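 active = B-score under library mean minus 4 SD, starting fluorescence ratio at most library mean plus 5 SD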;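 note: more negative B-score means stronger inhibition of thallium flux through KCNK3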
Target sequence (O14649 whole entry, looked up): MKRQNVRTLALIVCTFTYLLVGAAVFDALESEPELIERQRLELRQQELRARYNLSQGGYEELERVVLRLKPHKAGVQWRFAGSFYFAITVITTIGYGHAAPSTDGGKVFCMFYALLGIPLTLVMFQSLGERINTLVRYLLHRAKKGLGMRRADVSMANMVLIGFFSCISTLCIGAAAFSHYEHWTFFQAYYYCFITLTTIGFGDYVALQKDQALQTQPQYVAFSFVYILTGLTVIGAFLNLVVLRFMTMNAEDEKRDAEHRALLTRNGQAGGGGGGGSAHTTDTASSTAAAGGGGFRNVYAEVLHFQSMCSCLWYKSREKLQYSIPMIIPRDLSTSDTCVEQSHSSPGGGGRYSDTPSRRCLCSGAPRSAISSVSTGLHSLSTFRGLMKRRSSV
hERG rescue: compounds protecting human hERG from proarrhythmic drug block; Q12809; CHO-hERG, FluxOR thallium flux, dofetilide IC70 present; activation (rescue from dofetilide block), less the hit threshold, % at 10 µM; 310,000 compounds, 0.51% hits; AID 1511;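 active = activation above the mean of controls blocked by dofetilide plus 5 SD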;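 note: thallium influx through hERG after potassium depolarization seen as dye fluorescence rise; in these data hits start at about 4.7%; inactives centre near -7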
* hit, by the source's call; i = inactive; . = no result given.

SMILES | PolyA inhibitor | GSK3 alpha inh | Dyrk1A ADPGlo | KCNQ1 act | KCNQ1 inh | RGS4 pot | GSK3B inh | KCNK9 block | RGS4 block | hERG rescue | KCNK3 block
Cc1cccc(NC(=O)COc2ccccc2)c1 | i | 1 | 3 | i | i | i | . | i | i | -9 | i
Cc1csc2nnc(N)n12 | i | -1 | 10 | i | i | i | 0 | i | i | -6 | i
COCCNC(=O)/C(=C/c1ccccc1Cl)c1ccccc1 | i | 0 | -4 | i | i | i | 0 | i | i | -4 | i
O=S(=O)(Nc1ccncc1Cl)c1ccccc1 | i | -4 | 0 | i | i | i | -2 | i | i | -5 | i
CC(C)(C)Oc1ncc(Br)c(OC(C)(C)C)n1 | i | -3 | 3 | i | i | i | -1 | i | i | -1 | i
CCCCC(=O)NC(=S)Nc1cc([N+](=O)[O-])ccc1OC | i | -1 | -1 | i | i | i | 0 | i | i | -3 | i
COc1ccc2nc(N=Nc3ccc(O)c4ccccc34)sc2c1 | i | 1 | 4 | 18* | i | i | 1 | i | i | 11* | i
COc1cc(NC(=O)CSC(=S)N2CCCC2)c(OC)cc1Cl | i | 2 | 0 | i | i | i | -1 | i | i | -9 | i
COc1ccc(-c2cc(C(F)(F)F)nc(N3CCOCC3)n2)cc1 | i | 0 | 0 | i | i | i | 0 | i | i | -5 | i
CC1CC(N(C(=O)C2CC2)c2ccccc2)c2ccccc2N1C(=O)C1CC1 (stereo not drawn) | i | . | -2 | i | i | i | 5 | i | i | -12 | i
C/C(=N\Nc1ccc2nncn2n1)c1cccs1 | i | 1 | 4 | i | i | i | 0 | i | i | -7 | i
CC(=O)Oc1ccc(/C=N/NC(=S)Nc2ccccc2)cc1 | i | -1 | 4 | i | i | i | 1 | i | i | -13 | i
O=[N+]([O-])c1cccc(-c2nnc3c4ccccc4c4ccccc4n23)c1 | i | 3 | 0 | i | i | i | 0 | i | i | -7 | i
CCCc1nnc(NC(=O)CC(=O)OCC)s1 | i | 2 | 0 | i | i | i | 2 | i | i | -5 | i
COc1ccc(N=C2NC(=O)/C(=C\C=C\c3ccco3)S2)cc1 | i | . | 6 | i | i | i | 0 | i | i | -9 | i
O=C(CSc1ccccn1)Nc1ccc2c(c1)C(=O)c1ccccc1C2=O | i | 1 | 2 | i | i | i | -2 | i | i | -4 | i
Cc1cc2oc(=O)c3c(c2cc1OC(=O)c1ccco1)CCCC3 | i | 0 | 0 | i | i | i | 3 | i | i | 0 | i
O=C(NCc1ccc(C(F)(F)F)cc1)C1CC(c2ccccc2[N+](=O)[O-])=NO1 (stereo not drawn) | i | -4 | -3 | i | i | i | 6 | i | i | -13 | i
CC1CCN(C(=O)c2cc(Cl)nc3ccccc23)CC1 | i | 4 | -4 | i | i | i | 2 | i | i | -8 | i
O=C(NCC(c1ccco1)N1CCCC1)c1sc2ccccc2c1Cl (stereo not drawn) | i | -1 | -3 | i | i | i | . | i | i | -14 | i
COC(=O)c1c(C)oc(C)c(C(=O)OC)c1=O | i | -4 | -1 | i | i | i | 0 | i | i | -10 | i
CNC(=S)N/N=C/c1c(C)nn(-c2ccc(F)cc2)c1Cl | i | -2 | -8 | i | i | i | -12 | i | i | -6 | i
CCCCn1c(=O)[nH]c(=O)c2c1nc(-c1ccc(OCCC)c(OCC)c1)n2CCOC | i | -2 | . | i | i | i | 4 | i | i | -17 | i
C=CCc1cccc(CNn2cnnc2)c1O | i | 6 | -1 | i | i | i | -6 | i | i | -4 | i
CCCCC(=O)Nc1ccc(NC(=O)c2ccc([N+](=O)[O-])cc2)cc1OC | i | -2 | -6 | i | i | i | 0 | i | i | -4 | i
CC(C)(C)/C(Cn1cncn1)=N\OC(=O)Nc1ccc(Cl)cc1 | i | 0 | -3 | i | i | i | 2 | i | i | -5 | i
C/C(=N\NC(=O)c1ccccc1C)c1cccnc1 | i | 5 | 0 | i | i | i | 0 | i | i | -10 | i
Cc1ccc(-c2csc(NC(=O)c3cccc([N+](=O)[O-])c3)n2)cc1 | i | -1 | -5 | i | i | i | -1 | i | i | 2 | i
CCn1c(SCC(=O)Nc2cccc(NC(C)=O)c2)nnc1C(C)C | i | 0 | -2 | i | i | i | 6 | i | i | -10 | i
CCC(C)(C(=O)NC1CCCC1)N(C(=O)c1cnccn1)c1c(C)n(C)n(-c2ccccc2)c1=O (stereo not drawn) | i | 1 | 1 | i | i | i | 1 | i | i | -9 | i
COc1cc(C(=O)NCc2ccc(C)cc2)ccc1OCc1c(C)noc1C | i | -3 | 2 | i | i | i | -1 | i | i | -9 | i
COc1ccc(OCC(O)CNC(=O)Nc2cccc3ccccc23)cc1 (stereo not drawn) | i | 3 | 4 | i | i | i | 2 | i | i | -2 | i
COC(=O)c1ccc(CNC(=O)C2CCC(=O)N(C3CCCCCC3)C2)cc1 (stereo not drawn) | i | -1 | 2 | i | i | i | 3 | i | i | -6 | i
C=CCNc1nc(N)c([N+](=O)[O-])c(N2CCCCCC2)n1 | i | 22 | 22 | i | i | i | -7 | i | i | -7 | i
Cc1ccc(C(=O)c2c[nH]c(C(=O)NCc3cccnc3)c2)cc1 | i | 3 | -3 | i | i | i | 0 | i | i | -10 | i
C/C(=N\NC(=O)c1cccc(N2CCCC2=O)c1)c1ccc(N)cc1 | i | -1 | 17 | i | i | i | -2 | i | i | -13 | i
Cc1cc(C(F)(F)F)n2[nH]c(=O)c(N=Nc3ccccc3)c2n1 | i | 0 | 1 | i | i | i | 1 | i | i | -6 | i
CN(C)/C=C(\C(=O)c1ccccc1)c1nnnn1-c1ccccc1 | i | 0 | 6 | i | i | i | -8 | i | i | -12 | i
Cc1ccc(Nc2nnc(C3C(=O)N(C)C4(C)CC3c3cc(Br)ccc3O4)s2)cc1 (stereo not drawn) | i | -4 | 1 | i | i | i | 1 | i | i | -7 | i
CCNC(=O)CCCOc1ccc(Cl)cc1Cl | i | -2 | -5 | i | i | i | 1 | i | i | -8 | i
Cc1[nH]c2ccccc2c1C(=O)CN1CC(C)CC(C)C1 (stereo not drawn) | i | -2 | -2 | i | i | i | -1 | i | i | -6 | i
Cc1cccc(C(=O)Nc2ccc(C(=O)/C=C/c3cccnc3)cc2)c1 | i | -1 | -4 | i | i | i | -3 | i | i | -8 | i
Cc1cc(C(=O)CSc2nc3ccccc3c(=O)[nH]2)c(C)n1C | i | -3 | -3 | i | i | i | 1 | i | i | -4 | i
Cc1ccc(NC(=S)N2CCC(c3nc4ccccc4s3)CC2)cc1 | i | -2 | 1 | i | i | i | -1 | i | i | -2 | i
O=C(c1ccco1)N1CCN(C(c2ccccc2F)c2nnnn2Cc2cccs2)CC1 (stereo not drawn) | i | -1 | 0 | i | i | i | 3 | i | i | -13 | i
CC1=Cc2ccccc2C(C#N)N1C(=O)c1ccccc1 (stereo not drawn) | i | 5 | 7 | i | i | i | 2 | i | i | -10 | i
O=C(c1ccc2c3c(cccc13)C(=O)N(O)C2=O)N1CCCCC1 | i | 5 | -6 | i | i | i | 4 | i | i | -4 | i
CC(=O)NC(C)c1nc2ccccc2n1CC(=O)N1C(C)CCCC1C (stereo not drawn) | i | 1 | . | i | i | i | 0 | i | i | -6 | i
O=c1c2ccccc2nc(SCc2cccc(F)c2)n1-c1cccc(S(=O)(=O)N2CCCC2)c1 | i | 6 | 4 | i | i | i | -1 | i | i | -3 | i
Cc1cc(C)nc(SCc2c(F)cccc2Cl)n1 | i | -1 | 10 | i | i | i | -1 | i | i | -10 | i

More results:
SMILES | PolyA inhibitor | GSK3 alpha inh | Dyrk1A ADPGlo | KCNQ1 act | KCNQ1 inh | RGS4 pot | GSK3B inh | KCNK9 block | RGS4 block | hERG rescue | KCNK3 block
CCCCc1cc(=O)oc2cc(OCC(=O)N3CCOCC3)ccc12 | i | 1 | -2 | i | i | i | 1 | i | i | -6 | i
CN(C)C(CNC(=O)c1ccc(S(=O)(=O)Nc2ccccc2)cc1)c1ccco1 (stereo not drawn) | i | -1 | 6 | i | i | i | 0 | i | i | -14 | i
COc1ccc(CC(=O)Nc2nc(-c3ccccc3)c(C(C)=O)s2)cc1OC | i | 2 | 39 | i | i | i | -34 | i | i | -8 | i
CCN1C(=O)/C(=C/c2nc3ccccc3c(=O)n2-c2ccccc2)c2ccccc21 | i | 0 | 1 | i | i | i | 4 | i | i | -6 | i
CC(C)COC(=O)n1c(=O)oc2ccc(S(=O)(=O)N3CCCCC3)cc21 | i | 3 | 18 | i | i | i | 0 | i | i | -9 | i
Cc1ccc(C)c(Oc2ncnc(N)c2[N+](=O)[O-])c1 | i | -2 | -6 | i | i | i | -4 | i | i | -10 | i
CCC(CC)c1nnc(NC(=O)c2cccc(S(=O)(=O)N3CCc4ccccc43)c2)s1 | i | -5 | -6 | i | i | i | 2 | i | i | -5 | i
CC(C)CN1CCN(Cc2cn(C)c3ccccc23)CC1CCO (stereo not drawn) | i | -3 | 0 | i | i | i | 1 | i | i | -8 | i
COc1ccc(Cn2c(=O)c3[nH]cnc3n(-c3ccccc3C)c2=O)cc1 | i | 8 | -7 | i | i | i | 4 | i | 7.8* | -3 | i
CN(C(=O)C(Cl)Cl)c1ccc(OC(=O)c2ccco2)cc1 | . | -1 | 4 | i | i | i | -2 | i | i | -4 | i
Cc1ccc(/C=C2/C(=N)N3N=C(CC(=O)N4CCCC4)SC3=NC2=O)o1 | i | -2 | 3 | i | i | i | 4 | i | i | -6 | i
O=C(c1cccs1)N(Cc1nc2sc3c(c2c(=O)[nH]1)CCCC3)C1CCCC1 | i | -2 | -3 | i | i | i | 3 | i | i | -10 | i
O=C(C(=O)N1CCN(c2ccc(F)cc2)CC1)c1c[nH]c2ccccc12 | i | 2 | . | i | i | i | 1 | i | i | 3 | i
CCN1CCN(c2nnc(-c3ccc(C)cc3)c3ccccc23)CC1 | i | 0 | 0 | i | i | i | -3 | i | i | -6 | i
O=c1/c(=C/c2cccc3ccccc23)sc2ncnn12 | i | 0 | 3 | i | i | i | 4 | i | i | -3 | i
O=c1cc(CCl)[nH]c2nc3ccccc3n12 | i | -5 | -2 | i | i | i | 2 | i | i | -12 | i
Fc1ccc(CSc2ncnc3ccccc23)cc1 | i | -3 | . | i | i | i | 0 | i | i | -10 | i
COc1ccccc1NC(=O)c1cc(S(=O)(=O)NC2CCCC2)ccc1F | i | -2 | -5 | i | i | i | 2 | i | i | -10 | i

Screening data deposited in PubChem BioAssay by several laboratories.

Not all compounds are listed; rates above refer to the full screens.
